Assay outcomes (PubChem BioAssay)
NTR1 ag = agonists of NTR1, primary screen, imaging, U2OS cells, beta-arrestin-GFP, high content (AID 493036) | activation, % at 20 µM | NTR1-U2OS beta-arrestin-GFP spot imaging, agonist mode | hit rate 0.17% among 330,000 | Neurotensin receptor type 1 (Homo sapiens), P30989;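 active = activation at or above 40% of the spot to cytoplasm intensity ratio, with at least 20 cells analyzed; inconclusive = wells under 20 cells, flagged as cytotoxic or low count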;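 note: 0% = DMSO without peptide and 100% = 100 nM NTR1 peptide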
Target sequence (P30989 whole entry, looked up): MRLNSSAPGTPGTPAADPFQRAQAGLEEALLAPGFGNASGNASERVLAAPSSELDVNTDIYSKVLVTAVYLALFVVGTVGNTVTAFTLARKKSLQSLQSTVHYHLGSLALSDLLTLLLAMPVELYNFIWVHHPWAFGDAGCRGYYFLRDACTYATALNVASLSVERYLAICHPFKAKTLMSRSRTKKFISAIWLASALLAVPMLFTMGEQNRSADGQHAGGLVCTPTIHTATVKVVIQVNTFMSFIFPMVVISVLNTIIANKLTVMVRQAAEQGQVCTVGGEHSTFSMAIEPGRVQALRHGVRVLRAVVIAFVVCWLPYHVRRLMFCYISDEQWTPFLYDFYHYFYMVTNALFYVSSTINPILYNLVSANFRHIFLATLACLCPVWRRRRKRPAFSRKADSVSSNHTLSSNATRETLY
GPR35 antagonists = GPR35 antagonists blocking zaprinast-driven arrestin recruitment, primary screen, imaging, U2OS, beta-arrestin-GFP, zaprinast agonist (AID 2058); hit rate 0.052% among 290,000; inhibition, % at 10 µM, or IC50 in µM where a hit was titrated; U2OS GPR35 beta-arrestin-GFP translocation imaging, zaprinast antagonism; higher % means a stronger effect; G-protein coupled receptor 35 (Homo sapiens);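 active = inhibition of at least 50% with at least 30 cells and total cytoplasm GFP at most 10,000,000; inconclusive = under 30 cells or total GFP of 10,000,000 plus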
KOR beta-arrestin-1 = KOR agonists, beta-arrestin recruitment, primary screen, cell-based, luminescence, uHTS (AID 1777); Kappa-type opioid receptor (Homo sapiens); KOR beta-arrestin recruitment, luminescence; higher % means a stronger effect; activation, % at 10 µM, or EC50 in µM where a hit was titrated; hit rate 0.02% among 280,000; in the data active = activation above about 50%, passing the limit was not always enough; note: a part of the inactive calls stands beside numbers as strong as those of hits
T cell modulator = modulators of CD8 T cell-vesicle binding, primary screen, mouse 2C CD8+ T cells, flow cytometry. 2C CD8+ T cell-vesicle binding; active compounds read low. calls only at 7 µM. hit rate 0.068% among 330,000. AID 2052, 2009;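 active = response, share of CD8 T cells binding vesicles, and their 90th percentile fluorescence all below set limits, cut at about 80% in these data, passing the limit was not always enough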
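Benchmarks: naked versus QL9-loaded vesicles / Assay system: purified 2C TCR transgenic mouse naive CD8+ T cells / Technique: high-throughput flow cytometry with anti-B7-1 and anti-CD8 staining / Timing: Cell–vesicle co-incubation 1.5 h at 37 °C, staining 20 min on ice / Read-out: percent CD8+ FL2 mean versus row control / Probe or stimulus: QL9-loaded Drosophila micro-vesicles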
Salmonella PhoP GFP = inhibitors of PhoP regulon expression, primary screen, Salmonella Typhimurium, GFP reporter (AID 1863); S. Typhimurium PhoP-regulated promoter GFP reporter, 4 h; higher % means a stronger effect; hit rate 0.16% among 300,000; inhibition, % at 50 µM, or IC50 in µM where a hit was titrated;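 active = inhibition over 29.93%, a cutoff 3 SD above the screen mean, later confirmed by dose response; inconclusive = inhibition over 29.93% but no dose response follow-up; inactive = inhibition at most 29.93% or unconfirmed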;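 note: 0% = low Mg2+ inducing control and 100% = high Mg2+ repressing control; strong numbers were not always called active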
GPR55 beta-arrestin = GPR55 agonists via beta-arrestin recruitment, primary screen, imaging, U2OS cells, beta-arrestin-GFP redistribution (AID 1961). G-protein coupled receptor 55 (Homo sapiens). U2OS GPR55 beta-arrestin-GFP redistribution imaging; higher % means a stronger effect. hit rate 0.048% among 290,000. activation, % at 10 µM, or EC50 in µM where a hit was titrated;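 active = activation above 40% with more than 50 cells counted in the well; inconclusive = wells holding fewer than 50 cells, flagged as toxic or sparse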;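 note: U2OS osteosarcoma cells stably expressing GPR55 and beta-arrestin-GFP; plate controls were DMSO negative control for no effect and LPI positive control for full effect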
West Nile antiviral = West Nile virus antiviral activity, cell-based, CPE readout (AID 1621) | hit rate 0.02% among 290,000 | West Nile virus-infected cells, CPE inhibition; higher % means a stronger effect | CPE inhibition, % at 10 µM; hits with a dose series show IC50 in µM; in the data active = a potency from the dose series; inconclusive = CPE inhibition mostly from about 3.7% at the one dose, without a potency; inactive = the rest, 99 in 100 with CPE inhibition below about 2.2%; note: strong numbers were not always called active
GPR55 antagonists = GPR55 antagonists blocking LPI-driven arrestin recruitment, primary screen, imaging, U2OS, beta-arrestin-GFP, LPI agonist (AID 2013); G-protein coupled receptor 55 (Homo sapiens); U2OS GPR55 beta-arrestin-GFP translocation imaging, LPI antagonism; higher % means a stronger effect; one-dose inhibition, % at 10 µM; IC50 in µM for titrated hits; hit rate 0.13% among 290,000;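 active = spots per cell inhibited over 60%, with over 100 cells counted and total cytoplasm intensity under 500,000; inconclusive = wells with under 100 cells, flagged as likely toxic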;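 note: U2OS cells stably carrying GPR55 and arrestin-GFP stimulated by 5 µM LPI near EC80; imaged beta-arrestin-GFP aggregate spots per cell after agonist stimulation; plate controls were LPI-stimulated DMSO wells for no effect and DMSO wells without LPI for full effect; some results filed as inactive read as strong as hits; confirmed hits need IC50 under 10 µM and bright autofluorescent wells are also inconclusive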
KOR beta-arrestin-2 = KOR antagonists, beta-arrestin recruitment, cell-based, luminescence, uHTS (AID 1778); hit rate 0.091% among 290,000; inhibition, % at 10 µM; hits with a dose series show IC50 in µM; KOR beta-arrestin recruitment, luminescence, antagonist mode; higher % means a stronger effect; Kappa-type opioid receptor (Homo sapiens); in the data active = inhibition above about 50%; note: strong numbers were not always called active
T cell modulator vesicle-bound % = further read-out of T cell modulator, marked with its call; double positive events, %; measured here: CD8+ vesicle-bound cell fraction;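 binding gate set so that unloaded-vesicle control wells show 10% double positive cells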
NTR1 ag cell count 20 µM = further read-out of NTR1 ag, marked with its call; cell count; measured here: cell count, cytotoxicity flag
* = called active by the depositor; [ ] = remark or other dose.

Cc1[nH]c2ccccc2c1/C=N/Nc1nc2ccccc2[nH]1 was read as NTR1 ag 11, GPR35 antagonists 10%, KOR beta-arrestin-1 1.9%, T cell modulator inactive, Salmonella PhoP GFP 6%, GPR55 beta-arrestin -0.1%, West Nile antiviral inconclusive, GPR55 antagonists -5%, KOR beta-arrestin-2 40%, T cell modulator vesicle-bound % 22 and NTR1 ag cell count 20 µM 50.
Screening NS(=O)(=O)c1cccc(NC(=O)COC(=O)COc2ccc3ccccc3c2)c1 returned NTR1 ag -0.5, GPR35 antagonists 3%, KOR beta-arrestin-1 6.1%, T cell modulator inactive, Salmonella PhoP GFP -5%, GPR55 beta-arrestin 0.1%, West Nile antiviral 0.1%, GPR55 antagonists -3%, KOR beta-arrestin-2 -27%, T cell modulator vesicle-bound % 33 and NTR1 ag cell count 20 µM 32.
`CCOc1cccc(/C=N/NC(=S)Nc2cc(S(=O)(=O)N3CCOCC3)ccc2N2CCOCC2)c1O` gave NTR1 ag 2.5, GPR35 antagonists -14%, KOR beta-arrestin-1 1.4%, T cell modulator inactive, Salmonella PhoP GFP 8%, GPR55 beta-arrestin 1.3%, West Nile antiviral inconclusive, GPR55 antagonists 8%, KOR beta-arrestin-2 20%, T cell modulator vesicle-bound % 30 and NTR1 ag cell count 20 µM 56.
Screening CCOc1ccc(N2C(=O)CC(SCC(=O)O)C2=O)cc1 (centres undefined) returned NTR1 ag -0.2, GPR35 antagonists 2%, KOR beta-arrestin-1 -1.8%, T cell modulator inactive, Salmonella PhoP GFP 0%, GPR55 beta-arrestin -0.2%, West Nile antiviral 0.0%, GPR55 antagonists 8%, KOR beta-arrestin-2 -19%, T cell modulator vesicle-bound % 54 and NTR1 ag cell count 20 µM 50.
`Cc1c(CC(=O)NCC(=O)NCC(=O)O)c(=O)oc2cc3c(cc12)CCC(C)(C)O3` gave NTR1 ag -0.4, GPR35 antagonists 2%, KOR beta-arrestin-1 -0.8%, T cell modulator inactive, Salmonella PhoP GFP 4%, GPR55 beta-arrestin -0.1%, West Nile antiviral -0.1%, GPR55 antagonists 4%, KOR beta-arrestin-2 -22%, T cell modulator vesicle-bound % 47 and NTR1 ag cell count 20 µM 50.
CCOc1cccc(OCCNC2CCCC2)c1 was read as NTR1 ag 0.6, GPR35 antagonists 7%, KOR beta-arrestin-1 2.3%, T cell modulator inactive, Salmonella PhoP GFP 1%, GPR55 beta-arrestin -0.1%, West Nile antiviral -0.7%, GPR55 antagonists -15%, KOR beta-arrestin-2 -2%, T cell modulator vesicle-bound % 64 and NTR1 ag cell count 20 µM 48.
`N#CC(C#N)=C(Nc1ccc(F)cc1)SCc1cccc(F)c1` gave NTR1 ag 4.8, GPR35 antagonists -5%, KOR beta-arrestin-1 3.5%, T cell modulator inactive, Salmonella PhoP GFP 1%, GPR55 beta-arrestin 0.2%, West Nile antiviral 3.1%, GPR55 antagonists -8%, KOR beta-arrestin-2 -10%, T cell modulator vesicle-bound % 25 and NTR1 ag cell count 20 µM 37.
For CC(C)c1ccc(NC(=S)Nc2cccc3ccccc23)cc1 the results were NTR1 ag 4.7, GPR35 antagonists 3%, KOR beta-arrestin-1 3.0%, T cell modulator inactive, Salmonella PhoP GFP -4%, GPR55 beta-arrestin -0.1%, West Nile antiviral -0.4%, GPR55 antagonists 0%, KOR beta-arrestin-2 -20%, T cell modulator vesicle-bound % 54 and NTR1 ag cell count 20 µM 56.
Screening COC(=O)c1ccc(Oc2nc(C(N)=O)cc(-c3ccccc3)n2)cc1 returned NTR1 ag 16, GPR35 antagonists -5%, KOR beta-arrestin-1 4.7%, T cell modulator inactive, Salmonella PhoP GFP -3%, GPR55 beta-arrestin -0.1%, West Nile antiviral -0.1%, GPR55 antagonists 1%, KOR beta-arrestin-2 1%, T cell modulator vesicle-bound % 37 and NTR1 ag cell count 20 µM 82.
CC(=O)c1sc(NC(=O)c2ccc(C)c(C)c2)nc1C was read as NTR1 ag 0.6, GPR35 antagonists 2%, KOR beta-arrestin-1 -1.5%, T cell modulator inactive, Salmonella PhoP GFP -9%, GPR55 beta-arrestin -0.5%, West Nile antiviral 0.5%, GPR55 antagonists 15%, KOR beta-arrestin-2 27%, T cell modulator vesicle-bound % 36 and NTR1 ag cell count 20 µM 42.
CC1CCCCN1C(=O)Nc1ccccc1Cl (centres undefined) was read as NTR1 ag -0.3, GPR35 antagonists -1%, KOR beta-arrestin-1 2.4%, T cell modulator inactive, GPR55 beta-arrestin -0.1%, West Nile antiviral 0.4%, GPR55 antagonists -14%, KOR beta-arrestin-2 -21%[20 µM], T cell modulator vesicle-bound % 61 and NTR1 ag cell count 20 µM 78.
Screening COC(=O)c1cc(S(=O)(=O)NCC(C)c2ccccc2)cn1C (centres undefined) returned NTR1 ag -0.1, GPR35 antagonists -10%, KOR beta-arrestin-1 5.5%, T cell modulator inactive, Salmonella PhoP GFP 9%, GPR55 beta-arrestin 0.2%, West Nile antiviral -0.1%, GPR55 antagonists -10%, KOR beta-arrestin-2 -32%, T cell modulator vesicle-bound % 47 and NTR1 ag cell count 20 µM 55.
O=C(OCc1cnc(Cl)s1)c1ccc(Cl)cc1 was read as NTR1 ag -0.6, GPR35 antagonists 5%, KOR beta-arrestin-1 -0.5%, T cell modulator inactive, Salmonella PhoP GFP 2%, GPR55 beta-arrestin 0.6%, West Nile antiviral 0.3%, GPR55 antagonists 6%, KOR beta-arrestin-2 4%, T cell modulator vesicle-bound % 22 and NTR1 ag cell count 20 µM 60.
Screening Cc1ccc(SCCN2CCC(C(C)(C)C)CCC2=O)cc1 (centres undefined) returned NTR1 ag 7.7, GPR35 antagonists 7%, KOR beta-arrestin-1 -6.2%, T cell modulator inactive, Salmonella PhoP GFP 6%, GPR55 beta-arrestin -0.1%, West Nile antiviral -1.1%, GPR55 antagonists -11%, KOR beta-arrestin-2 -24%[20 µM], T cell modulator vesicle-bound % 38 and NTR1 ag cell count 20 µM 93.
For CCc1c(C)nc(N)n2c(SCC(=O)Nc3ccccc3OC)nnc12 the results were NTR1 ag -1.6, GPR35 antagonists 1%, KOR beta-arrestin-1 5.0%, T cell modulator inactive, Salmonella PhoP GFP -4%, GPR55 beta-arrestin -0.1%, West Nile antiviral -0.3%, GPR55 antagonists -3%, KOR beta-arrestin-2 -31%, T cell modulator vesicle-bound % 18 and NTR1 ag cell count 20 µM 70.
Screening O=C(C[n+]1ccccc1)Nc1ccc(Cl)c([N+](=O)[O-])c1 returned NTR1 ag -0.2, GPR35 antagonists 1%, KOR beta-arrestin-1 -2.1%, T cell modulator inactive, Salmonella PhoP GFP -4%, GPR55 beta-arrestin -0.1%, West Nile antiviral -0.2%, GPR55 antagonists 14%, KOR beta-arrestin-2 -40%[20 µM], T cell modulator vesicle-bound % 67 and NTR1 ag cell count 20 µM 53.
Screening COc1ccc(-n2nnnc2SCC(=O)NCCc2ccc(OC)c(OC)c2)cc1 returned NTR1 ag 0.8, GPR35 antagonists -1%, KOR beta-arrestin-1 12%, T cell modulator inactive, Salmonella PhoP GFP 4%, GPR55 beta-arrestin 0.6%, West Nile antiviral -0.6%, GPR55 antagonists -4%, KOR beta-arrestin-2 2%, T cell modulator vesicle-bound % 13 and NTR1 ag cell count 20 µM 41.
`Cc1ccc(C(=O)COC(=O)c2cnccn2)cc1C` gave NTR1 ag -0.8, GPR35 antagonists 14%, KOR beta-arrestin-1 1.2%, T cell modulator inactive, Salmonella PhoP GFP 1%, GPR55 beta-arrestin -0.1%, West Nile antiviral 0.1%, GPR55 antagonists -4%, KOR beta-arrestin-2 22%, T cell modulator vesicle-bound % 26 and NTR1 ag cell count 20 µM 55.
For COc1ccc(C2=C/C(=C\c3cccc(OC(C)=O)c3)C(=O)O2)cc1 the results were NTR1 ag 0.2, GPR35 antagonists 9%, KOR beta-arrestin-1 0.1%, T cell modulator inactive, Salmonella PhoP GFP -6%, GPR55 beta-arrestin 0.6%, West Nile antiviral -0.6%, GPR55 antagonists 9%, T cell modulator vesicle-bound % 48 and NTR1 ag cell count 20 µM 74.
For CC(=O)Nc1ccc(/C=C/c2nc(-c3ccccc3O)n[nH]2)cc1 the results were NTR1 ag 4.3, GPR35 antagonists -2%, KOR beta-arrestin-1 -4.5%, T cell modulator inactive, GPR55 beta-arrestin -0.1%, West Nile antiviral -0.9%, GPR55 antagonists -2%, KOR beta-arrestin-2 -17%, T cell modulator vesicle-bound % 30 and NTR1 ag cell count 20 µM 104.
`C[N+]1(CCOc2ccc([N+](=O)[O-])cc2)CCOCC1` gave NTR1 ag -1.4, GPR35 antagonists -7%, KOR beta-arrestin-1 1.9%, T cell modulator inactive, Salmonella PhoP GFP 4%, GPR55 beta-arrestin -0.1%, West Nile antiviral 0.5%, GPR55 antagonists -17%, KOR beta-arrestin-2 -28%, T cell modulator vesicle-bound % 14 and NTR1 ag cell count 20 µM 43.
Cc1ccc(-n2ncc3c2CCCC3NC(=O)c2csnn2)cc1C (centres undefined) was read as NTR1 ag 2.8, GPR35 antagonists 0%, KOR beta-arrestin-1 -0.3%, T cell modulator inactive, Salmonella PhoP GFP -2%, GPR55 beta-arrestin -0.1%, West Nile antiviral -1.0%, GPR55 antagonists 19%, KOR beta-arrestin-2 -12%, T cell modulator vesicle-bound % 5 and NTR1 ag cell count 20 µM 60.
`O=C(NCc1ccccc1)C(=O)NCC(c1ccco1)N1CCOCC1` (centres undefined) gave NTR1 ag -0.4, GPR35 antagonists -4%, KOR beta-arrestin-1 -4.2%, T cell modulator inactive, Salmonella PhoP GFP -9%, GPR55 beta-arrestin 0.2%, West Nile antiviral -0.7%, GPR55 antagonists 9%, KOR beta-arrestin-2 -7%, T cell modulator vesicle-bound % 40 and NTR1 ag cell count 20 µM 34.
For CC1=NN(c2ccccc2)C(=O)C1C(=O)C(=O)Nc1ccc(F)cc1 (centres undefined) the results were NTR1 ag 1.5, GPR35 antagonists -5%, KOR beta-arrestin-1 -6.8%, T cell modulator inactive, Salmonella PhoP GFP -2%, GPR55 beta-arrestin -0.3%, West Nile antiviral 1.9%, GPR55 antagonists 4%, KOR beta-arrestin-2 4%, T cell modulator vesicle-bound % 8 and NTR1 ag cell count 20 µM 45.

Not a hit list. Share with any hit: about 0.62%.
